AmpC inh detg: inhibitors of E. coli AmpC beta-lactamase with detergent; AmpC hydrolysis of nitrocefin, absorbance 480 nm, 0.01% Triton; Potency, µM (doses to about 114 µM), for the others: at the top dose activity change, negative = inhibition, most hits filed as inhibitors; 0.041% of 370,000 active; AID 485294;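 further: potency means the concentration at half of the fitted maximal effect; 0% = no-compound wells and -100% = no-enzyme wells; nearly all actives have a fitted effect of over 25% in size; some results filed as inactive show a strong effect at the top dose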
Target sequence (P00811 whole entry, looked up): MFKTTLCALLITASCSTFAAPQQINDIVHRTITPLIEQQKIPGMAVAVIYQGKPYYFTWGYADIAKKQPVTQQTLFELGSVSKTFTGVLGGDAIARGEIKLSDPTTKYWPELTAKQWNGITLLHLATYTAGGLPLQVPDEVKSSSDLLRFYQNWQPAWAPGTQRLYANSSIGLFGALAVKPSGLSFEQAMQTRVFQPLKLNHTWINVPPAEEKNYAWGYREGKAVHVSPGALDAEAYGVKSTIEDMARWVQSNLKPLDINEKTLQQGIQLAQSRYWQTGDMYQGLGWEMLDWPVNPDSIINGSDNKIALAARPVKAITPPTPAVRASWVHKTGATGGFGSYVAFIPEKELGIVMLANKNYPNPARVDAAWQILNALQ
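AmpC (5.3 nM in the dispensed reagent) in 20 mM phosphate pH 7.0 with 0.01% (detergent screen) or 0.0001% Triton X-100 was preincubated with compounds for 15 min at room temperature. Nitrocefin was then added from an 800 uM solution, and hydrolysis was followed at 480 nm.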
HCMV antiviral: inhibitors of human cytomegalovirus; HFF cells, HCMV-luciferase reporter, 72 h; active compounds read low; activity change, negative = inhibition, % at 57.5 µM; 4.5% of 410,000 active; in the data active means activity change below about -60%; inconclusive means no clear call, values can overlap the other calls; inactive means above about -39%
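Two-dose cell screen: HFF monolayers treated with compounds and infected with luciferase-expressing HCMV at 1 PFU/cell, 72 h at 37C, then lysed for luciferase measurement.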
TbPYK inhibitor: blocks Trypanosoma brucei pyruvate kinase. Q57TT1. TbPYK enzyme, Kinase-Glo Plus ATP luminescence, 45 min. Potency, µM (titrated, usually from 76.8 µM), for inactives: at the highest dose activity, negative = inhibition, most hits filed as inhibitors. 0.12% of 410,000 active; further: potency means the concentration at half of the fitted maximal effect; nearly all actives have a fitted effect of over 50% in size
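Luminescence from Kinase-Glo Plus, added after a 45-minute room-temperature reaction, served as the end-point read-out. The enzyme and substrate were preincubated with compound before ADP (130 uM final) initiated turnover. Concentration-effect curves came from normalized qHTS data.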
HCV inhibitor: HCV inhibition | AID 651820 | Huh7.5.1 HCVcc-Cre infection, luciferase reporter, 44 h | Potency, µM (doses to about 41.8 µM), for inactives: at the top dose activity change, negative = inhibition, actives largely listed as inhibitors | 3.4% of 340,000 active; further: potency means the concentration at half of the fitted maximal effect
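HCVcc-Cre virus at an moi near 0.5 was added right after compound to cells cultured 4 h from seeding (1,000 cells/well). Luciferase activity was determined 44 h later, 15 min after substrate addition at RT.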
AMA1-RON2 inh: AMA1-RON2 (P. falciparum) interaction inhibition | Potency, µM (titrated, usually from 58.2 µM), without a hit: at the top dose activity change, negative = inhibition, hits mostly inhibitors | 0.2% of 360,000 active | AlphaScreen AMA1-biotinylated RON2 peptide binding | AID 720542;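 further: potency means the concentration at half of the fitted maximal effect; 0% = vehicle wells and -100% = peptide control; nearly all actives have a fitted effect of over 45% in size; some results filed as inactive show a strong effect at the top dose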
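AMA1 (3D7) with his tag at 25 nM final met compounds first, then biotinylated RON2 peptide at 25 nM; detection used donor plus acceptor beads, 10 µg/mL apiece, read by AlphaScreen after 30 min at room temperature.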
AmpC inh no detg: AmpC beta-lactamase inhibition without detergent; 0.52% of 330,000 active; AmpC nitrocefin hydrolysis, absorbance 480 nm, 0.0001% Triton; Potency, µM (series often up to 57.1 µM), inactives show at the highest dose activity change, negative = inhibition, hits mostly inhibitors; AID 485341; P00811;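 further: potency means the concentration at half of the fitted maximal effect; plate controls were no compound for no effect and no enzyme for full effect; nearly all actives have a fitted effect of over 20% in size; some results filed as inactive show a strong effect at the top dose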
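20 mM phosphate pH 7.0 + 0.01% (detergent screen) or 0.0001% Triton X-100; 5.3 nM AmpC reagent; cpd preinc 15 min RT; nitrocefin (800 uM stock) to start; A480 q20 s × 4 min; Activity was normalised to no-enzyme and no-compound control wells.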
LmPK inh: blocks Leishmania mexicana pyruvate kinase activity | Q27686 | 0.37% of 290,000 active | Potency, µM (top dose mostly 57.5 µM), for the others: top-dose activity change, negative = inhibition, most hits filed as inhibitors | purified LmPK, Kinase-Glo ATP luminescence, 1 h | AID 1721; further: potency means the concentration at half of the fitted maximal effect
Target sequence (Q27686 whole entry, looked up): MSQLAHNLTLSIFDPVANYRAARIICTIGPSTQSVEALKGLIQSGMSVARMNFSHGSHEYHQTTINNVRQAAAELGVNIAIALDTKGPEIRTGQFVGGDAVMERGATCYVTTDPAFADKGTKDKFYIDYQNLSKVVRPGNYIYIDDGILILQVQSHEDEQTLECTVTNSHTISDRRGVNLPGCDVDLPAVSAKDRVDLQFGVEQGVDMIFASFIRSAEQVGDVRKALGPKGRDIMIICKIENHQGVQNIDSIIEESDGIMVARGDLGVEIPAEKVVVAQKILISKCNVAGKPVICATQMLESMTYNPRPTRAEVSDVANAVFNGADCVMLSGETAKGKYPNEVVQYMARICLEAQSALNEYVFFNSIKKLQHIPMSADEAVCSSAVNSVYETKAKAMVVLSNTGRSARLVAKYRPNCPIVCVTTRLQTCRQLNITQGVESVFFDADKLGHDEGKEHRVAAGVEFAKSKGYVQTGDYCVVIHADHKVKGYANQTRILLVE
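Purified LmPK (0.1 nM) converted ADP (0.1 mM) to ATP with PEP (0.5 mM) in imidazole buffer pH 7.2 with KCl and MgCl2, 1 h at room temperature. ATP was read by Kinase-Glo luminescence; data normalized to uninhibited and no-enzyme controls.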
An asterisk follows results filed as active; ? = inconclusive; . = not tested or not shown; & = joins results of further samples; [ ] = dose if it differs, or a comment. Unless noted, the call rests on the fitted dose curve; in most records, active means well fitted curve in the direction sought with a large enough effect; inconclusive means small, poorly fitted or top-dose-only effect, or another doubt; inactive means no such curve, though single readings can be large; an effect the other way counts as inactive or inconclusive. Unless noted, on the % scale 0 is the no-effect control and ±100 the full control effect. Outcome played no part in choosing rows, and some 7.5% of all compounds hit somewhere here.

SMILES	AmpC inh detg	HCMV antiviral	TbPYK inhibitor	HCV inhibitor	AMA1-RON2 inh	AmpC inh no detg	LmPK inh
NC(=O)COc1cccc2cccnc12	2%	70	1%	9%	9%	-18%	6%
O=C(Nc1cccc(F)c1)NC1(C(=O)N2CCN3CCCC3C2)CCCCC1 (stereo not drawn)	?	14	0%	12%	7%	-21%	-6%
COc1ccc2c(c1)C(C)=CC(C)(C)N2C(=O)Nc1ccccc1	-7%	-99*	-1%	-3%&5%	5%	-12%	2%
Cc1cc(OCC(=O)Nc2ccc(CN3CCOCC3)cc2)ccc1Cl	2%	-7	-4%	?	-15%	100%[activator]	1%
O=C(Oc1ccc(-c2nnco2)cc1)N1CCCCC1	-2%	42	1%	4%&-13%	24%	-18%	1%
CC(=O)c1cc(-c2ccc(F)cc2)n(CCC(=O)NC2CCCCC2)c1C	-6%	0	-3%[15.4 µM]	.	.	.	.
O=C(N=Nc1c(O)[nH]c2ccccc12)c1cccc(S(=O)(=O)N2CCCCC2)c1	0%	-4	0%	4%	1%	-2%	1%
Cc1cc(NC(=O)CCN2CCN(Cc3ccccc3)CC2)ccc1Br	?	-2	-1%	?	-4%	88%[activator]	1%
CCCN(C(=O)Cc1csc(-c2ccccc2)n1)C1CCS(=O)(=O)C1 (stereo not drawn)	8%	0	-6%	2%	5%	-11%	.
COc1ccc(NC(=O)CSc2ccc3nnc(-c4ccccn4)n3n2)c(OC)c1	2%	-32	1%	15%	-5%	-19%	1%
Cc1ccccc1OCCSCc1nc2ccccc2[nH]1	-6%	?	-7%	?	-14%	-23%	2%
COCc1cc(C)nc(OCC(=O)N/N=C/c2ccco2)c1C#N	?	6	-5%	19%	-8%[11.6 µM]	-16%	0%
CCOc1cc(C)c(Cl)cc1S(=O)(=O)NCc1ccco1	0%	44	-6%	?	-1%	0%	-2%
C/C(=N\NC(=O)c1ccc2c(c1)OCO2)c1ccc(O)cc1	3%	0	1%	2%	108%[activator]	54%	5%
O=C(Nc1ccccc1N1CCCC1)c1ccc2c(c1)OCO2	-6%	-22	2%	?	-14%	-30%	-2%
CCOC(=O)C1=C(SCC(=O)Nc2ccccc2)NC(=O)C(C#N)C12CCCCC2 (stereo not drawn)	-14%	?	-2%	?	-4%	-5%	1%
Cc1ccc(C(O)(CNCc2ccccc2)c2ccccc2)cc1 (stereo not drawn)	-1%	-6	-4%	-11%	-6%	-1%	0%
C/C(=N\OC(=O)c1ccc(OC(C)C)cc1)c1ccc(C)c(C)c1	-2%	-13	-14%	-20%	12%	-31%	-4%
c1cncc(-c2ccc3ncnc(NCc4cccs4)c3c2)c1	-17%	0	1%	.	.	-29%&-32%	.
O=S(=O)(c1cc(Cl)ccc1Cl)N1CCNCC1	-1%	23	6%	-4%	-6%	-17%	-1%
Cc1ccc(C(=O)N/C(=C\c2ccco2)C(=O)N2CC(C)OC(C)C2)cc1C (stereo not drawn)	-7%	-30	-11%	?	20%	37%	-1%
O=C(OCC(=O)N1CCN(C(=O)c2ccco2)CC1)c1ccc(S(=O)(=O)N2CCCCC2)cc1	-19%	-28	-1%	8%	7%	61%[activator]	-7%
CCC1CCCCN1C(=O)CSc1nnc(-c2c[nH]c3ccccc23)o1 (stereo not drawn)	1%	-31	-4%	?	-16%	-3%	7%
COc1ccc(CC(NC(C)=O)C(=O)NC2CCN(S(=O)(=O)c3ccccc3)CC2)c(OC)c1 (stereo not drawn)	3%	3	-7%	33%[activator]	-2%	110%[activator]	-7%
CCOCCc1nnc(NC(=O)C(=O)c2cc(C)n(-c3ccc(C)cc3C)c2C)s1	0%	-11	-1%	.	.	.	.
(next part)
SMILES	AmpC inh detg	HCMV antiviral	TbPYK inhibitor	HCV inhibitor	AMA1-RON2 inh	AmpC inh no detg	LmPK inh
COCCCNC(=O)CCCn1c(SCC(=O)c2ccc(F)cc2)nc2c(sc3ccccc32)c1=O	-3%	0	1%	.	.	.	.
C=CCn1c(C)cc(C(=O)Cn2nc(C(=O)O)c3ccccc3c2=O)c1C	-3%	-7	-2%	-18%	-9%	-34%	2%
CCCn1cc(NC(=O)c2cc(-c3ccccc3)on2)cn1	0%	31	-4%	-9%	10%	-13%	2%
CCC(C)c1ccccc1NC(=O)COC(=O)c1ccc(N2CCCC2)c([N+](=O)[O-])c1 (stereo not drawn)	?	-10	-19%	4%	-20%	-35%	2%
COc1ccc(C(=O)Nc2c3c(nn2C(C)(C)C)CS(=O)(=O)C3)cc1OC	-12%	?	1%	16%	3%	6%	1%
CCCCC(=O)Nc1nc2ccc(C(=O)OC)cc2s1	5%	0	-6%	?	-3%	-15%	2%[11.5 µM]
Cc1nn2cc(-c3ccc(Cl)cc3)cnc2c1Cl	-18%	-12	-2%	22%	0%	-13%	-16%
c1cc2c(cc1CN1CCNCC1)OCO2	7%	.	1%	-15%	5%	1%	0%
COc1ccccc1N(CC(=O)NC1CCCC1)S(=O)(=O)c1ccc(C)cc1	-1%	-17	3%	-9%	7%	29%	-1%
O=[N+]([O-])c1cccc(N(CC(O)CN2CCCCC2)S(=O)(=O)c2ccccc2)c1 (stereo not drawn)	-5%	-25	1%	16%	-10%	-4%	1%
CC(=O)Oc1ccc(-c2cccc(C(=O)NCCCO)c2)cc1	?	88	0%	10%	0%	-8%	-1%
Cc1nn(-c2ccc(F)cc2)c(Cl)c1C(=O)NCC1CCCO1 (stereo not drawn)	-9%	-26	2%	7%	0%	-9%	.
COc1ccc(CCNC(=O)CNCC(c2ccccc2)N(C)C)cc1OC (stereo not drawn)	-4%	40	-4%	4%	80%[activator]	211%	-4%
CCc1c(C)sc2nc3c(C(=O)N4CCOCC4)cc(C(=O)c4ccccc4O)cn3c(=O)c12	-3%	?	1%	?	-9%	108%[activator]	1%
CCN1C(=O)/C(=C2\SC(=S)N(NC(=O)c3ccccc3O)C2=O)c2ccccc21	4%	-20	0%	16%	-24%	-57%	-6%
CC1(C)Oc2ccc(C(=O)NC3CCCC3)cc2N(CC(=O)N2CCOCC2)C1=O	2%	15	-6%	10%	3%	-6%	-1%
O=C(CSCCc1ccccn1)Nc1cccnc1	?	4	-14%	5%	-6%	-1%	-1%
Cc1ccc(CSc2ncccc2C(=O)O)cc1	?	32&6	-2%	8%	-2%	-17%	-3%
CN(C)c1ccc(CC(=O)N2CCCCC2c2cc(C(=O)Nc3cccc4c3CCCC4)no2)cc1 (stereo not drawn)	.	36	1%	.	?	.	.
COC(=O)CCc1sc(Nc2ccc(Br)cc2)nc1-c1ccc(OC)cc1	?	29	-2%	8%	-20%	-1%	0%
CCOc1ccccc1CN1CCC(n2nccc2NC(=O)C2CCCC2)CC1	8%	13	2%	?	-3%	51%	-6%
O=C(NCCNc1ccc([N+](=O)[O-])cc1)c1cccc2c(Br)cccc12	-8%	54	3%	?	-4%	?	3%
O=c1ccn([C@@H]2O[C@H](CNCc3c(OCc4ccccc4F)ccc4ccccc34)[C@@H](O)[C@H]2O)c(=O)[nH]1	.	-35	0%	.	3%	.	.
CCN(C(=O)CSc1nc2ccccc2nc1Cc1ccc(F)cc1)c1cccc(C)c1	28%	2	4%	.	.	.	.
O=C(c1cnn(-c2ccc(F)cc2)c1-n1cccc1)N1CCN(c2cccc(Cl)c2)CC1	1%	-28	-13%	.	.	.	.

Next section, overlapping the part above by two compounds.
SMILES	AmpC inh detg	HCMV antiviral	TbPYK inhibitor	HCV inhibitor	AMA1-RON2 inh	AmpC inh no detg	LmPK inh
CCN(C(=O)CSc1nc2ccccc2nc1Cc1ccc(F)cc1)c1cccc(C)c1	28%	2	4%	.	.	.	.
O=C(c1cnn(-c2ccc(F)cc2)c1-n1cccc1)N1CCN(c2cccc(Cl)c2)CC1	1%	-28	-13%	.	.	.	.
NC(=O)CCn1c(C(=O)c2cccc([N+](=O)[O-])c2)c2ccccc2[n+]1[O-]	?	25	-2%	-3%	17%	-15%	4%
CCOC(Cn1c(SCc2cc(C(C)=O)ccc2OC)nc2ccccc2c1=O)OCC	-1%	-21	2%	21%	-7%	-10%	0%
COc1cc(C(=O)Sc2ccc(C)cc2)cc(OC)c1OC	-5%	0	1%	-9%	11%	11%	0%
O=C(Cn1cc(SCc2ccc(Cl)cc2)c2ccccc21)N1CCOCC1	7%&-5%	-27&42	-4%&-14%	?	-18%	169%[activator]	-9%
Cc1cc(NC(=O)Nc2cccc3ccccc23)no1	0%&-6%	-9	2%	?	5%	-14%&-31%	0%&4%
O=C1NC(=O)C2(Cc3ccccc3N3CCCC32)C(=O)N1Cc1ccccc1 (stereo not drawn)	?	17	-12%	0%	-18%	-12%	3%
CCOC(=O)N1CCC(NC(=O)C2CCCN(Cc3nc(-c4cccc(Cl)c4)oc3C)C2)CC1 (stereo not drawn)	?	-67*	-3%	5.6µM*	3%	73%[activator]	13%
O=C1CCCC(O)=C1C=Nc1cccc(C(F)(F)F)c1	-16%	13	-2%	15%	20%	1%	-2%
COc1ccccc1C(=O)O/N=C(/c1ccncc1)c1ccc([N+](=O)[O-])cc1	-4%	50	0%	30%	1%	153%[activator]	-1%
Cc1cc(C)cc(OCC(=O)N(Cc2cccs2)c2ccc(Cl)cc2)c1	24%	-11	-4%	.	.	.	.
OCC[C@@H]1C[C@H](O)[C@@H](O)[C@@]2(OCCCc3cc(Cl)ccc32)O1	.	32	-1%	.	12%	.	.

Structural class, the compounds so far containing an NH in an aromatic ring.
SMILES	AmpC inh detg	HCMV antiviral	TbPYK inhibitor	HCV inhibitor	AMA1-RON2 inh	AmpC inh no detg	LmPK inh
O=C(N=Nc1c(O)[nH]c2ccccc12)c1cccc(S(=O)(=O)N2CCCCC2)c1	0%	-4	0%	4%	1%	-2%	1%
Cc1ccccc1OCCSCc1nc2ccccc2[nH]1	-6%	?	-7%	?	-14%	-23%	2%
CCC1CCCCN1C(=O)CSc1nnc(-c2c[nH]c3ccccc23)o1 (stereo not drawn)	1%	-31	-4%	?	-16%	-3%	7%
O=c1ccn([C@@H]2O[C@H](CNCc3c(OCc4ccccc4F)ccc4ccccc34)[C@@H](O)[C@H]2O)c(=O)[nH]1	.	-35	0%	.	3%	.	.

Just AmpC inh no detg, for three of the compounds above:
smiles | AmpC inh no detg
NC(=O)CCn1c(C(=O)c2cccc([N+](=O)[O-])c2)c2ccccc2[n+]1[O-] | -15%
CCOC(Cn1c(SCc2cc(C(C)=O)ccc2OC)nc2ccccc2c1=O)OCC | -10%
COc1cc(C(=O)Sc2ccc(C)cc2)cc(OC)c1OC | 11%

High-throughput results from PubChem BioAssay.
